Neddylation inh = inhibitors of human cullin neddylation; P61081+Q13564; TR-FRET cullin neddylation, biochemical; calls only at 25 µM; 360,000 tested, 0.58% active; in the data active = inhibition above about 36%
DNMT1 inh = blocks human DNA methyltransferase DNMT1. P26358. DNMT1 molecular beacon, Hinp1I cleavage, fluorescence. inhibition (reported as % activation of signal), % at 10 µM. 360,000 tested, 0.83% active; in the data active = inhibition above about 50%
Scp1 inh = inhibitors of human Scp-1 phosphatase | Recombinant Scp1, phosphopeptide, malachite green phosphate absorbance | inhibition, % at 20 µM | 340,000 tested, 0.88% active | AID 493091;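 active = inhibition above about 50% at 20 µM, limit read from the data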;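 note: plate controls were DMSO wells with enzyme for no effect and wells lacking enzyme for full effect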
Target sequence (Q9GZU7 76-261 limits assumed): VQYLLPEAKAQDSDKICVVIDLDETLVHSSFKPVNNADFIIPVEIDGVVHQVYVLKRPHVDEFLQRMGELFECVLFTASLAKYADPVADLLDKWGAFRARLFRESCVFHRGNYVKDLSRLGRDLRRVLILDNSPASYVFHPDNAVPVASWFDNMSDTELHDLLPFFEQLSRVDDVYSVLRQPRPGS
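Incubation: 45 min enzyme reaction at room temperature / System: truncated SCP-1 phosphatase (76-261aa) / Reagent: Phospho 17-mer peptide substrate / Buffer or medium: Acidic Tris acetate buffer with magnesium and detergent / Signal: absorbance at 630 nm / Doses: one concentration, 20 µM, with 1.0% DMSO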
CSN inh = CSN deneddylation inhibition | Q92905 | Purified CSN, SCF-Nedd8-OG deneddylation, fluorescence polarization | inhibition, % at 12.5 µM | 360,000 tested, 0.38% active | AID 651999;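 active = pattern-corrected inhibition above about 35%, with an unprinted fluorescence ratio check between 0.5 and 1.5, limit read from the data, passing the limit was not always enough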;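 note: 0% = enzyme with substrate and 100% = substrate without enzyme; some results filed as inactive read as strong as hits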
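Assay system: purified human Csn5 enzyme expressed in HEK293T cells; Input: 0.24 nM Csn5 enzyme, final concentration; Reagent: 10 nM SCFSkp2-Nedd8OG; Compound dosing: 12.5 µM single point; Times: reaction 90 min, room temperature; Technique: fluorescence polarization readout.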
STEP inh = blocks human striatal-enriched tyrosine phosphatase. recombinant STEP, OMFP fluorogenic substrate, fluorescence. AID 588621. inhibition, % at 20 µM. 360,000 tested, 0.25% active. P54829;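 active = inhibition at 20 µM, scaled per plate between control wells, above about 37%, limit read from the data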;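 note: 0% = DMSO with enzyme and substrate and 100% = substrate only without enzyme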
Target sequence (P54829 whole entry, looked up): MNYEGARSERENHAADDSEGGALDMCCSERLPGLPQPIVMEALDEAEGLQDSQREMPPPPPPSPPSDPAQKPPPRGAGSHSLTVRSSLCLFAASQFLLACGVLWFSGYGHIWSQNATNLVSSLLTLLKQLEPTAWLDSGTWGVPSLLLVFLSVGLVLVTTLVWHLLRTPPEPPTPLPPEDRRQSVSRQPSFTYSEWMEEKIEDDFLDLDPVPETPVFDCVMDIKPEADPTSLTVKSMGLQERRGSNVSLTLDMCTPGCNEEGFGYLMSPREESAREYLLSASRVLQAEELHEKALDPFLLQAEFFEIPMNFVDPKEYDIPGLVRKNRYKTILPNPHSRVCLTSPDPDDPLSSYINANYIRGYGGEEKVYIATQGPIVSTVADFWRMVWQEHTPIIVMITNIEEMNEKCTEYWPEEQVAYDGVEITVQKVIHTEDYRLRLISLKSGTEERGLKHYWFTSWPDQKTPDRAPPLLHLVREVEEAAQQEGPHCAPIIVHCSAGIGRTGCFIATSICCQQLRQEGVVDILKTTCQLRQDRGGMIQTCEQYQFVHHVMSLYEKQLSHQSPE
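medium = Bis-Tris buffer pH 6.0, 2.5 mM DTT, 0.005% Tween 20 | test system = STEP (striatal-enriched tyrosine phosphatase) enzyme, cell-free | measure = normalized % inhibition | compound dosing = 20 µM, 1% DMSO | also added = 25 µM OMFP | schedule = reaction 20 min, ambient temperature | measured by = fluorescence read at 480 nm ex / 540 nm em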
Rin1-Abl PPI inh = blocks binding of human Rin1 to Abl; AID 588664; 360,000 tested, 0.4% active; inhibition, % at 7.35 µM; TR-FRET Rin1/Abl binding, biochemical; in the data active = inhibition above about 5%, passing the limit was not always enough
Rpn11 block = inhibitors of human proteasome Rpn11; 360,000 tested, 0.59% active; human 26S proteasome, Ub4-pepOG fluorescence polarization; 20S core pre-blocked with epoxomicin; O00487; calls only at 20 µM;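 active = inhibition at 20 µM, scaled to each plate's controls, above about 33%, limit read from the data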
LMPTP block = blocks human LMPTP phosphatase; P24666; recombinant LMPTP-A, OMFP fluorogenic substrate, fluorescence intensity; inhibition, % at 20 µM; 360,000 tested, 0.22% active;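 active = compounds that cut the enzyme signal by at least half of the control window in the single-dose screen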;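 note: plate controls were DMSO wells with enzyme plus substrate for no effect and substrate without enzyme for full effect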
Target sequence (P24666 whole entry, looked up): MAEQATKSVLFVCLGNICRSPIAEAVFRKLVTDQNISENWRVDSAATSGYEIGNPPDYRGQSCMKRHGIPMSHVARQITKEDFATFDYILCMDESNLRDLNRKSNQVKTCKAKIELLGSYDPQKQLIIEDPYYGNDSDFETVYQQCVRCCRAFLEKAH
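Test system – LMPTP-A phosphatase enzyme · Quantity – 0.625 nM LMPTP-A final · Reagent – OMFP substrate, 400 µM final · Dosing – one test concentration per compound, 20 µM, with 3% DMSO overall · Timing – 50 min enzyme reaction at room temperature, protected from light · Detection – fluorescence intensity · Controls – substrate-only low control, DMSO enzyme-plus-substrate high control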
NadD block = inhibitors of Staphylococcus aureus NadD | purified NadD enzyme, colorimetric absorbance read-out | inhibition, % at 20 µM | 360,000 tested, 0.78% active; in the data active = inhibition above about 26%; note: some compounds past the cut are filed as inactive
SUMO1-SIM PPI = modulators of human SUMO1-mediated protein-protein interactions; SUMO1 binding to a labelled peptide, TR-FRET, 1 h; AID 602429; 360,000 tested, 0.33% active; inhibition, % at 20 µM; in the data active = inhibition above about 37%
Target sequence (P63165 whole entry, looked up): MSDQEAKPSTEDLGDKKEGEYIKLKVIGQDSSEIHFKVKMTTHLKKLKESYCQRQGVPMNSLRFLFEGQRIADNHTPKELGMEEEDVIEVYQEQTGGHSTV
Numbers without * were called inactive; i = inactive; x = no result given. Outcome played no part in choosing rows. Share with any hit: about 3.8%.

SMILES | Neddylation inh | DNMT1 inh | Scp1 inh | CSN inh | STEP inh | Rin1-Abl PPI inh | Rpn11 block | LMPTP block | NadD block | SUMO1-SIM PPI
C[C@]12CCC(=O)C=C1C=CC1C2CC[C@@]2(C)C1CC[C@@]21CCC(=O)O1 (some centres undefined) | i | 4 | -4 | -2 | 0 | 0 | i | -1.2 | 0 | -28
C[C@@H]1O[C@@H](O[C@H]2[C@H](O)[C@@H](O)[C@H](Oc3c(-c4ccc(O)cc4)oc4cc(O)cc(O)c4c3=O)O[C@@H]2CO)[C@H](O)[C@H](O)[C@H]1O | i | 0 | -8 | 0 | -2 | -1 | i | -1.2 | 2 | -1
CN(CC(=O)Nc1ccccc1Cl)C(=O)c1cc2c(s1)CCCCC2 | i | 0 | -6 | 0 | 0 | 2 | i | 0.1 | -9 | 6
CCOc1cc(S(=O)(=O)n2nc(C)cc2C)ccc1Br | i | 1 | -7 | 3 | 1 | 2 | i | -0.2 | 3 | -2
COC(=O)c1[nH]c2cccc(OC)c2c1NC(=O)CN1CC2(C)CC1CC(C)(C)C2 (centres undefined) | i | 0 | 7 | 2 | -1 | 1 | i | -0.9 | 0 | -1
Cc1ccccc1Cn1nc(C)c(NC(=O)C2c3ccccc3Oc3ccccc32)c1C | i | 33 | 3 | -1 | -11 | 1 | i | -1.0 | 7 | 1
COc1ccc(/C=C\C(=O)c2c(O)ccc3c(C)cc(=O)oc23)cc1 | i | 7 | -12 | 3 | -1 | -1 | i | 2.6 | -8 | 9
O=C(O)c1ccc(Cl)c(S(=O)(=O)Nc2ccc(S(=O)(=O)N3CCCC3)cc2)c1 | i | 1 | 3 | 1 | 0 | 5 | i | -1.3 | -2 | 12
CCc1ccccc1N(CC(=O)NC1CCCCC1)C(=O)CNC(=O)c1ccco1 | i | 0 | -5 | -1 | 0 | 0 | i | -0.4 | 3 | 0
CC(C)(C)NC(=O)c1ccc2c(c1)N(CC(=O)N1CCN(c3ccccc3F)CC1)C(=O)C(C)(C)O2 | i | -2 | -5 | -5 | 3 | 1 | i | 1.0 | 5 | -1
CCSC(=O)CCCCCCCCCCCO | i | -1 | -7 | 2 | 1 | -1 | i | 3.4 | -3 | -1
CC1(C)S[C@@H]2C(C(=O)OCc3ccccc3)NC(=O)N2C1C(=O)OCc1ccccc1 (some centres undefined) | i | -5 | 18 | -5 | 0 | 2 | i | 4.5 | -5 | 4
COc1ccc(NC(=O)Cn2nnc(-c3ccccc3)c2COc2ccc3ccccc3c2)cn1 | i | -7 | x | 3 | -3 | -3 | i | 3.5 | 2 | -2
CCc1cc(-c2n[nH]c(=S)n2Cc2ccccc2)cs1 | i | 1 | -11 | -5 | -2 | 1 | i | 0.1 | 2 | 1
O=C(CSc1nc2ccccc2[nH]1)c1ccco1 | i | -3 | 0 | 0 | -1 | 2 | i | 0.7 | -5 | 5
COc1ccc(Cl)cc1S(=O)(=O)N1CCC(C(=O)N2CCOCC2)CC1 | i | 3 | 0 | -3 | -1 | 1 | i | -1.2 | 2 | -1
Cc1ccc(SCCC(=O)N/N=C/c2cccnc2)cc1 | i | 0 | -5 | 3 | 0 | 3 | i | -0.1 | -4 | 1
O=C(CN1CCCCC1)NC(=O)NC1CCCC1 | i | 1 | -9 | -14 | -1 | -2 | i | -0.9 | -3 | 0
CC(=O)Nc1ccc(C(=O)CSc2nnc(Cc3ccccc3)o2)cc1 | i | -1 | -6 | -1 | -2 | -2 | i | -1.4 | -6 | 2
CCN(CC)CCNC(=O)c1cc2cc3ccc(OC)cc3nc2o1 | x | 6 | -10 | -1 | 3 | -3 | i | 1.2 | -10 | -28
Cc1ccc(N/C(N)=N/c2nc(C(F)(F)F)cc(C(F)(F)F)n2)cc1 | i | 1 | -1 | 5 | 2 | 1 | i | 0.1 | -8 | 3
COCCC1CCCCN1C(=O)c1cccc(OC2CCN(C3CCCC3)CC2)c1 (centres undefined) | i | -1 | -7 | -3 | 1 | -1 | i | 0.1 | -4 | 2
N/C(=N\c1nc2ccccc2o1)NC(=O)c1ccc(Cl)cc1 | i | 5 | -1 | 5 | 2 | 4 | i | -0.7 | 9 | 1
OCCn1c(CSc2nnc(-c3ccco3)n2-c2ccccc2)nc2ccc(Cl)cc21 | i | -11 | -2 | 2 | 2 | -4 | i | 2.0 | 4 | 6
COc1ccc(Nc2nc(Cl)nc(NCCO)n2)cc1 | i | 1 | -2 | -22 | -3 | 2 | i | -1.3 | 2 | 0
CCN(c1ccc(OC)cc1)S(=O)(=O)c1nnc(NC(=O)c2ccco2)s1 | i | 19 | 5 | 0 | 0 | -2 | i | 2.9 | 3 | 13
Cc1cccc(NC(=O)Cn2cnc3ccccc3c2=O)c1C | i | -1 | -6 | -1 | 1 | 0 | i | -1.5 | -5 | -2
CCOc1nc(-c2ccc(OC)cc2)ccc1-c1noc(-c2cc(OC)c(OC)c(OC)c2)n1 | i | -4 | -8 | 0 | -2 | -1 | x | 2.6 | -8 | 24
CN(Cc1ccco1)S(=O)(=O)c1csc(C(N)=O)c1 | i | 2 | -2 | -5 | -1 | 0 | i | -1.7 | 2 | -4
Cc1ccc(-c2c[nH]c(=S)n2-c2ccccc2F)cc1 | i | -1 | -2 | -6 | 1 | 2 | i | 0.8 | 1 | 0
Cc1ccc(S(=O)(=O)Nc2ccccc2CNC2CCCCC2)cc1 | i | -5 | 6 | 11 | 2 | 3 | i | 0.9 | -12 | 4
CCn1nc(C)c(CN2CCC(n3nccc3NC(=O)c3ccc4c(c3)OCO4)CC2)c1C | i | 0 | -8 | 0 | -2 | 1 | i | 1.7 | -3 | -5
Cc1cc(S(=O)(=O)NCCN(C)C)c(C)s1 | i | 4 | -7 | -3 | -6 | -4 | i | -1.5 | -5 | 0
COc1cc(Cl)c(S(=O)(=O)N2CCN(Cc3ccc4c(c3)OCO4)CC2)cc1Cl | i | -2 | 49 | 1 | -1 | 1 | i | 1.8 | -2 | 6
Cc1ccc(-n2nnnc2CS(=O)(=O)c2ccccc2)c(C)c1 | i | 2 | -5 | 6 | 0 | -2 | i | 1.4 | -7 | 1
NS(=O)(=O)c1cccc(NC(=O)Cn2cnc3ccccc3c2=O)c1 | i | -4 | -2 | -1 | -3 | 1 | i | -1.0 | -3 | 1
Cc1cccc(C(=O)NCC(=O)N2CCC2)c1 | i | -1 | 0 | 2 | -2 | 4 | i | -0.8 | 2 | -2
CC(C)=CC(=O)Nc1ccc(S(=O)(=O)Nc2ccccn2)cc1 | i | 4 | -4 | -3 | 1 | 1 | i | 0.2 | 6 | 1
CC(C)CNC(=O)COC(=O)CCC(=O)c1ccc(Cl)cc1 | i | -1 | -10 | -3 | -4 | 0 | i | -0.9 | -3 | 1
Cc1nc2cc(NC(=O)Nc3cccc4ccccc34)ccc2n1C | i | 0 | 1 | 0 | -2 | -4 | i | -0.7 | -2 | 4
CCSc1nsc(NC(=O)Nc2ccccc2OC)n1 | i | 3 | -6 | 3 | -1 | 2 | i | 0.9 | -5 | 3
CC(OC(=O)Cc1n[nH]c(=O)c2ccccc12)C(=O)Nc1ccccc1[N+](=O)[O-] (centres undefined) | i | 2 | -5 | 1 | 0 | -1 | i | -5.9 | -4 | -31
O=C(C[n+]1ccc2ccccc2c1)Nc1cc(C(F)(F)F)ccc1Cl | i | 0 | -2 | 5 | 2 | 2 | i | 0.4 | 1 | -16
CN1CCN(CCC(=O)Nc2ccc(C3CCCC3)cc2)CC1 | i | -2 | -1 | 4 | -1 | 2 | i | -2.5 | -4 | -1
COc1ccc(-c2cnc3c(NC=O)cc(-c4ccc(F)cc4)cn23)cc1OC | i | -14 | x | 4 | 1 | 0 | i | -1.6 | 3 | -17
Cc1sc(C(=O)Nc2ccc3ccccc3c2)cc1CC(=O)O | i | 0 | -11 | -3 | -1 | -2 | i | -0.6 | 2 | -4
Cc1ccc(C)c(NC(=S)NCC(c2cccnc2)N2CCOCC2)c1 (centres undefined) | i | 10 | -6 | 0 | 2 | 1 | i | -1.6 | 4 | 0
COc1ccc(NC(=O)C2(C)Cc3c(-c4cccc(C(N)=O)c4)ccnc3O2)cc1 (centres undefined) | i | -5 | x | -6 | -1 | 10* | i | -0.6 | -4 | -2
Cc1ccccc1NC(=O)CC1S/C(=N/c2nccs2)N(C)C1=O (centres undefined) | i | 3 | -5 | -5 | 0 | 0 | i | 1.0 | -3 | 1
Cc1ccc([C@@H]2C[C@H]3[C@@H](CN2S(=O)(=O)c2ccc(C)cc2)C(=O)C[C@@H](c2ccc(Cl)cc2)N3S(=O)(=O)c2ccc(C)cc2)cc1 | i | -2 | x | 2 | 4 | -3 | i | 0.2 | 19 | 5
O=C(OCC#CCSc1nnc(-c2ccccc2)o1)c1cc2ccccc2o1 | i | -5 | -18 | -6 | 0 | -1 | i | 5.4 | -3 | 0
O=C(Nc1cccnc1)C1Cc2c(-c3cccc(F)c3)ccnc2O1 (centres undefined) | i | -2 | x | 0 | 2 | 2 | i | -0.1 | 0 | 3
C[C@H](CO)N1C[C@H](C)[C@@H](CN(C)S(=O)(=O)c2ccccc2)Oc2ccc(NS(=O)(=O)c3ccc(F)cc3)cc2C1=O | i | -1 | -3 | -4 | -3 | -1 | i | 0.0 | 2 | 5
CC1CC(C)(C)N(C(=O)CN2C(=O)c3ccccc3C2=O)c2ccccc21 (centres undefined) | i | -2 | -9 | 1 | 3 | 3 | i | 1.4 | -4 | -5
CC(CCc1ccccc1)NC(=O)c1ccc(NC(=O)c2cccc(Br)c2)cc1 (centres undefined) | i | 7 | 0 | 6 | 2 | 0 | i | 0.5 | 3 | -3

Entries of single compounds, quoted from the list. Order of screens: Neddylation inh, DNMT1 inh, Scp1 inh, CSN inh, STEP inh, Rin1-Abl PPI inh, Rpn11 block, LMPTP block, NadD block, SUMO1-SIM PPI
COc1ccc(NC(=O)C2(C)Cc3c(-c4cccc(C(N)=O)c4)ccnc3O2)cc1 (centres undefined) is entered as i, -5, x, -6, -1, 10*, i, -0.6, -4, -2
C[C@H](CO)N1C[C@H](C)[C@@H](CN(C)S(=O)(=O)c2ccccc2)Oc2ccc(NS(=O)(=O)c3ccc(F)cc3)cc2C1=O is entered as i, -1, -3, -4, -3, -1, i, 0.0, 2, 5
Cc1ccc(C)c(NC(=S)NCC(c2cccnc2)N2CCOCC2)c1 (centres undefined) is entered as i, 10, -6, 0, 2, 1, i, -1.6, 4, 0
Cc1ccc([C@@H]2C[C@H]3[C@@H](CN2S(=O)(=O)c2ccc(C)cc2)C(=O)C[C@@H](c2ccc(Cl)cc2)N3S(=O)(=O)c2ccc(C)cc2)cc1 is entered as i, -2, x, 2, 4, -3, i, 0.2, 19, 5
O=C(OCC#CCSc1nnc(-c2ccccc2)o1)c1cc2ccccc2o1 is entered as i, -5, -18, -6, 0, -1, i, 5.4, -3, 0

Assay outcomes: PubChem, several laboratories
